KB-3-1 tox: qHTS assay for MDR1-selective chemotherapeutics: Primary screen using the parental adenocarcinoma cell KB-3-1. KB-3-1 viability, CellTiter-Glo ATP luminescence, 72 h. Potency, µM (doses to about 46.1 µM), without a hit: top-dose activity change, negative = cytotoxic, actives largely listed as cytotoxic. hit rate 1.4% among 400,000; note: potency is the fitted concentration of half-maximal effect; % is set by controls: 0 for no effect and ±100 for the full control effect; nearly all actives have a fitted effect of over 60% in size
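Cytotoxicity measured as CellTiter-Glo luminescence after 72 h at 37 C. Compound titrations were pinned onto drug-naive KB-3-1 parental adenocarcinoma cells grown in DMEM with 10% FBS, and normalized data fitted to concentration-response curves.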
SW480 rereplic: A quantitative high throughput screen for small molecules that induce DNA re-replication in SW480 colon adenocarcinoma cells; SW480 DNA re-replication, Hoechst DNA content imaging, 48 h; AID 624297, 2012; Potency, µM (titrated, usually from 46.1 µM), for the others: at the top dose re-replication activation, most hits filed as activators; hit rate 1.8% among 340,000; note: potency is the fitted concentration of half-maximal effect; % of control where 0% means no effect; nearly all actives have a fitted effect of over 55% in size
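Image-based DNA-content assay: after two days of treatment, nuclei were labelled with the DNA dye Hoechst and imaged, and hits were compounds raising the count of nuclei showing high fluorescence intensity.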
HT1080-NT tox: qHTS for induction of synthetic lethality in tumor cells producing 2HG: qHTS for the HT-1080-NT fibrosarcoma cell line; hit rate 1.6% among 360,000; Potency, µM (doses to about 46.1 µM), inactives show top-dose activity, negative = less viability, hits mostly cytotoxic; HT-1080-NT fibrosarcoma viability, CellTiter-Glo ATP luminescence, 48 h; AID 686970, 2013;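 note: NT is the 2HG producing partner of a matched IDH1 knockdown line; potency is the fitted concentration of half-maximal effect; 0% = DMSO-treated cells and -100% = media-only wells without cells; nearly all actives have a fitted effect of over 55% in size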
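Fibrosarcoma NT cells, 750 per well in 5% FBS RPMI, were exposed to compound for 48 hours. Viability: CellTiter-Glo luminescence.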
HepG2 viability: qHTS for Inhibitors of TGF-b: Cytotox Counterscreen; hit rate 0.76% among 410,000; Potency, µM (series often up to 46.1 µM), inactives show at the highest dose activity change, negative = cytotoxicity, actives largely listed as cytotoxic; AID 588856, 2011; HepG2 CAGA-GFP viability, ATP luminescence, 18 h; note: potency is the fitted concentration of half-maximal effect; some results filed as inactive show a strong effect at the top dose
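HepG2 CAGA-GFP cells (1000/well, DMEM with 1% FBS) received compound, then TGF-beta at 500 pg/mL final, and were incubated 18 hours at 37 degrees C. Viability was read by CellTiter-Glo luminescence. Media-only wells were set as complete cell-killing and DMSO as no toxicity.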
MCF10A rerep: A quantitative high throughput screen for small molecules that induce DNA re-replication in MCF 10a normal breast cells | MCF 10A DNA re-replication, Hoechst nuclear intensity, 48 h | hit rate 2.9% among 350,000 | Potency, µM (top dose mostly 46.1 µM), without a hit: at the top dose activity, positive = re-replication, actives largely listed as activators; note: potency is the fitted concentration of half-maximal effect; % of control where 0% means no effect; nearly all actives have a fitted effect of over 50% in size
IL1B secr inh: qHTS for Inhibitors of Inflammasome Signaling: IL-1-beta AlphaLISA Primary Screen | THP-1 LPS/ATP IL-1B secretion, AlphaLISA, 16 h; hits give low values | activity change, % at 57.5 µM | hit rate 4.7% among 360,000 | AID 743279, 2014; in the data active = activity change below about -50%; inconclusive = mostly about -30% to -49%; note: % is set by controls: 0 for no effect and ±100 for the full control effect
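THP-1 cells pretreated 1 hr with compounds (up to 57.5 uM final), then stimulated with LPS (250 ng/mL final) plus ATP (1.25 mM final); secreted IL-1B measured by AlphaLISA after 16 hr, decreased signal indicating inhibition.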
ATXN2 expr inh: Primary qHTS for Inhibitors of ATXN expression. HEK-293 ATXN2-luciferase reporter, luminescence, 24 h. Potency, µM (top dose mostly 57 µM), without a hit: at the highest dose activity change, negative = inhibition, hits mostly inhibitors. hit rate 0.72% among 360,000. AID 1745845, 2022; note: potency is the fitted concentration of half-maximal effect; % is set by controls: 0 for no effect and ±100 for the full control effect; nearly all actives have a fitted effect of over 55% in size
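qHTS (up to 57 uM final) was run with 24 h compound exposure of reporter cells at 37 °C. Each well was multiplexed: SteadyGlo luminescence measured ATXN2-luciferase expression after a fluorogenic Gly-Phe-AFC viability readout (25 uM final).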
HT1080 IDH1KD tx: qHTS for induction of synthetic lethality in tumor cells producing 2HG: qHTS for the HT-1080-IDH1KD cell line | AID 686971, 2013 | HT-1080 IDH1 knockdown viability, ATP luminescence, 48 h | Potency, µM (doses to about 46.1 µM), without a hit: at the highest dose activity, negative = toxicity, usual class: cytotoxic | hit rate 2% among 360,000;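 note: potency is the fitted concentration of half-maximal effect; 0% = DMSO wells and -100% = cell-free medium wells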
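IDH1KD HT-1080 cells, 750/well, RPMI + 5% FBS; compound pinned after 2 h settling; 48 h, 37 °C; CellTiter-Glo luminescence; % activity normalised to DMSO and no-cell wells; curves fitted, classed by r2 and efficacy.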
ATXN viability: Viability Counterscreen for Primary qHTS for Inhibitors of ATXN expression; hit rate 0.49% among 400,000; S2 cells (HEK-293 line with an ATXN2-luciferase reporter) viability, CellTiter-Fluor protease fluorescence, 24 h; Potency, µM (titrated, usually from 56.7 µM), most hits filed as cytotoxic; note: potency is the fitted concentration of half-maximal effect; nearly all actives have a fitted effect of over 40% in size
* hit, by the source's call; i = inactive; ? = inconclusive; / = no result given; [ ] = dose if it differs, or a comment. Unless noted, calls come from the whole dose curve; as a rule, active = well fitted curve in the direction sought with a large enough effect; inconclusive = small, poorly fitted or top-dose-only effect, or another doubt; inactive = no such curve, though single readings can be large; an effect the other way counts as inactive or inconclusive.

SMILES	KB-3-1 tox	SW480 rereplic	HT1080-NT tox	HepG2 viability	MCF10A rerep	IL1B secr inh	ATXN2 expr inh	HT1080 IDH1KD tx	ATXN viability
CSc1nsc(SC)c1C(=O)N1CCN(S(=O)(=O)c2ccc(C)cc2)C1C (stereo unspecified)	-8%	-1%[9.22 µM]	-3%	-7%	3%	13	-15%	1%	i
O=C(Nc1ccc2c(c1)OCCO2)c1cccnc1	0%	-1%[9.22 µM]	16%	-45%	1%	5	16%	0%	i
C=CCn1c(=NC(=O)c2cccs2)sc2cc(NC(C)=O)ccc21	2%	-6%	0%	-21%	17%	42	28%	2%	i
CC1CC(C)CN(C(=O)COC(=O)c2ccc3c(c2)OCO3)C1 (stereo unspecified)	-3%	-2%	2%	-1%	2%	-5	16%	0%	i
Cc1cc(C)c(S(=O)(=O)Nc2ccc(N(C)C)cc2)c(C)c1-n1cnnn1	10%	-10%	-10%	-13%	12%	-16	15%	-17%	i
O=C1NCCNC(=O)c2ccccc2OCCOc2ccccc21	-14%	-2%	-5%	14%	6%	0	/	9%	i
CCOC(=O)c1c(-c2ccc(C)o2)csc1NC(=O)COC(=O)c1ccc(NC(N)=O)cc1	3%	2%	?	-51%	25%	13	?	?	?
COc1ccc(C2=NN(C(=O)CCC(=O)O)C(c3ccc(F)cc3)C2)cc1 (stereo unspecified)	2%	-15%[1.84 µM]	21%	-14%	-3%	23	6%	14%	i
O=C(Cc1ccc(F)cc1)NC1CCCCCC1	6%	-1%	1%	-3%	-1%	-1	12%	21%	i
CC1=C(C(=O)N(C)Cc2ccccc2)C2(CCC(C)CC2)OC1=O (stereo unspecified)	0%	-15%	-12%	-2%	-2%	9	-7%	2%	?
COc1cccc(NC(=O)c2cc3c(=O)n(Cc4cccnc4)ccc3nc2C)c1	8%	/	/	-17%	/	/	6%	/	i
O=C(CN1CCCCC1)n1c2ccccc2c2ccccc21	4%	-6%	-1%	-15%	19%	/	-33%	-8%	i
CCCCOc1ccccc1/C=N/NC(=O)CC#N	3%	-56%[inhibitor]	2%	6%	-16%	4	/	6%	i
COCCN(C(=O)c1cc(-c2ccco2)nc2ccccc12)c1c(N)n(Cc2ccccc2)c(=O)[nH]c1=O	-1%	-1%	9%	-3%	11%	13	/	-1%	i
O=C(c1cc(-c2ccccc2)on1)N1CCN(c2ccccc2)CC1	1%	0%	-13%	-2%	3%	-18	-4%	-25%	i
COc1cc(N)ccc1C(=O)O	0%	1%	9%	1%	-1%	7	3%	7%	i
O=S(=O)(c1ccc(NC(=S)N/N=C/c2ccc(N3CCOCC3)cc2)cc1)N1CCOCC1	18%	10%	9%	8%	?	13	-20%	2%	i
CCCn1c(N)c(Br)c(=O)[nH]c1=O	-2%	-3%	17%	-11%	1%	12	-22%	11%	i
Cc1ccc(Cl)c(OCC(=O)N2CCc3ccccc3C2)c1	-3%	-28%	9%	-21%	3%	?	1%	3%	i
O=C1C=C(Nc2ccccc2)c2ccccc2C1=O	5.8µM*	2.6µM*	?	3.5µM*	5.8µM*	11	?	5.2µM*	28µM*
CCN(CC)CCNC(=O)c1ccc(NC(=O)COc2ccccc2F)cc1	0%	-178%[inhibitor]	5%	1%	3%	17	/	-1%	?
Cc1ccc(OCC(=O)c2cc(C)c(C)cc2C)c([N+](=O)[O-])n1	?	?	?	-32%	?	36	1%	?	i
COCCn1nnnc1C(c1ccccc1OC)N1CCN(c2ccccc2)CC1 (stereo unspecified)	-2%	-1%	1%	-9%	-1%	14	5%	8%	i
CC(C)(C)NC(=O)COC(=O)c1cc(Br)ccc1Cl	1%	-3%	15%	14%	-1%	-8	/	1%	i
COc1ccc(N/N=C(/N=Nc2nc(C)cc(=O)[nH]2)c2ccccc2)cc1	6.5µM*	?	?	-45%	?	56	?	3.7µM*	28µM*

Next structures
SMILES	KB-3-1 tox	SW480 rereplic	HT1080-NT tox	HepG2 viability	MCF10A rerep	IL1B secr inh	ATXN2 expr inh	HT1080 IDH1KD tx	ATXN viability
CCc1sc2nc(SCC(=O)Nc3cc(C)on3)n(-c3cccc(OC)c3)c(=O)c2c1C	-29%	15%	-24%	-28%	?	35	?	-23%	?
C/C(=N\NC(=O)C(c1ccccc1)c1ccccc1)c1ccccn1	13µM*	-37%[inhibitor]	9.2µM*	-13%	?	-97*	3.5µM*	5.8µM*	6.3µM*
C=CCNC(=O)c1ccccc1NC(=O)c1ccccc1	-9%	4%	-3%	-3%	13%	-24	10%	3%	i
CCC(c1nnnn1-c1c(C)cccc1C)N1CCN(c2cccc(C(F)(F)F)n2)CC1 (stereo unspecified)	?	/	-5%	/	/	71	-4%	-2%	i
NC(Cc1ccc(Cl)cc1)c1csc(Nc2cc(NCCCO)ncn2)n1 (stereo unspecified)	?	/	?	-48%	/	-60*	?	?	i
O=C(COC(=O)CC1CCCC1)Nc1ccc(OC(F)F)cc1	11%	-11%	14%	-3%	-4%	4	-5%	25%	i
O=C(COc1ccccc1)Nc1ccc(S(=O)(=O)N2CCCCCC2)cc1	2%	3%	0%	-33%	13%	-11	-15%	-17%	i
O=C(O)Cn1ccc2cc(S(=O)(=O)N3CCCCC3)ccc21	4%	/	12%	-2%	/	2	/	14%	i
Clc1ccc2c(c1)c1cc(Cl)ccc1n2CN1CCOCC1	?	15%	?	-27%	?	-18	-17%	?	i
O=C(CSC1=Nc2ccccc2C2=NC(CC(=O)NCc3ccco3)C(=O)N12)NCc1ccco1 (stereo unspecified)	-1%	-7%	0%	3%	2%	-29	/	-1%	/
CNc1ccc(-c2nc(-c3ccco3)no2)cc1[N+](=O)[O-]	7%	/	/	-3%	/	/	86%[activator]	/	i
O=C(COC(=O)Cc1c(Cl)cccc1Cl)NCC1CCCO1 (stereo unspecified)	11%	-4%	12%	6%	3%	17	-6%	15%	i
Nc1[nH]c(C(=O)c2ccccc2)c(-c2ccccc2Br)c1C(=O)NCCc1c[nH]c2ccccc12	?	/	?	/	/	?	?	?	20µM*
COc1ccc(-c2cn3cccnc3n2)cc1	-6%	5%[1.84 µM]	7%	-30%	?	?	10%	7%	i
CC(=O)C[C@H](O)CC(=O)[C@H]1OC(=O)CCCCCc2ccccc21	1%	4%	4%	-11%	?	34	5%	-1%	i
C=CCn1c(-c2cccn(Cc3cccc(Cl)c3)c2=O)n[nH]c1=S	-12%	-4%	-5%	1%	6%	-4	10%	-4%	i
Nc1cccc(-c2cncc(N3CCN(Cc4ccccn4)CC3)n2)c1	0%	/	?	-7%	/	-1	4%	7%	i
COc1ccc(OC)c(C2C(C(=O)Nc3ccc(C)cc3)=C(C)Nc3nnnn32)c1 (stereo unspecified)	2%	/	/	-1%	/	/	-15%	/	i
CC(C)(C)n1ncc2c(=O)n(CC(=O)N3CCCCCC3)cnc21	-2%	-1%	38%	2%	?	31	13%	18%	i
Cc1ccc(NC(=S)Nc2ccc(Cl)c(Cl)c2)c(OC(F)F)c1	?	-2%	-2%	-31%	?	?	?	5%	?
O=C(CSc1nnc(-c2ccco2)n1-c1ccccc1)NCc1ccc2c(c1)OCO2	0%	-3%	8%	-32%	?	-15	3%	6%	i
Cn1c(SCC(=O)NCCc2ccccc2)nnc1-c1ccncc1	-9%	-9%	6%	-16%	10%	23	-2%	5%	i
CCO[C@H]1OC(C(=O)N2CCN(Cc3ccc4c(c3)OCO4)CC2)=C[C@@H](c2ccc(C(F)(F)F)cc2)[C@@H]1CCCO	0%	5%	-24%	-21%	?	-77*	?	?	/
CCOc1cc(/C=N/NC(=O)Nc2ccccc2)ccc1O	-3%	-7%	3%	-21%	-12%	-18	38%[11.3 µM]	?	/

Part of the list above, with values under each structure:
Screens in order – KB-3-1 tox | SW480 rereplic | HT1080-NT tox | HepG2 viability | MCF10A rerep | IL1B secr inh | ATXN2 expr inh | HT1080 IDH1KD tx | ATXN viability
Nc1cccc(-c2cncc(N3CCN(Cc4ccccn4)CC3)n2)c1
→ 0% | / | ? | -7% | / | -1 | 4% | 7% | i
COc1ccc(OC)c(C2C(C(=O)Nc3ccc(C)cc3)=C(C)Nc3nnnn32)c1 (stereo unspecified)
→ 2% | / | / | -1% | / | / | -15% | / | i
CC(C)(C)n1ncc2c(=O)n(CC(=O)N3CCCCCC3)cnc21
→ -2% | -1% | 38% | 2% | ? | 31 | 13% | 18% | i
Cc1ccc(NC(=S)Nc2ccc(Cl)c(Cl)c2)c(OC(F)F)c1
→ ? | -2% | -2% | -31% | ? | ? | ? | 5% | ?
O=C(CSc1nnc(-c2ccco2)n1-c1ccccc1)NCc1ccc2c(c1)OCO2
→ 0% | -3% | 8% | -32% | ? | -15 | 3% | 6% | i
Cn1c(SCC(=O)NCCc2ccccc2)nnc1-c1ccncc1
→ -9% | -9% | 6% | -16% | 10% | 23 | -2% | 5% | i
CCO[C@H]1OC(C(=O)N2CCN(Cc3ccc4c(c3)OCO4)CC2)=C[C@@H](c2ccc(C(F)(F)F)cc2)[C@@H]1CCCO
→ 0% | 5% | -24% | -21% | ? | -77* | ? | ? | /
CCOc1cc(/C=N/NC(=O)Nc2ccccc2)ccc1O
→ -3% | -7% | 3% | -21% | -12% | -18 | 38%[11.3 µM] | ? | /

High-throughput results (PubChem)
